KCNQ1 pot: potentiators or activators of human KCNQ1 potassium channel. CHO-K1 KCNQ1, thallium flux FluxOR fluorescence; stronger effect = higher value. B-score at 10 µM. 310,000 compounds, 0.35% hits. AID 2648;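 active means fluorescence ratio B-score, a plate-corrected score, at least three library SD, with initial intensity B-score within 5 SD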
Target sequence (P51787 whole entry, looked up): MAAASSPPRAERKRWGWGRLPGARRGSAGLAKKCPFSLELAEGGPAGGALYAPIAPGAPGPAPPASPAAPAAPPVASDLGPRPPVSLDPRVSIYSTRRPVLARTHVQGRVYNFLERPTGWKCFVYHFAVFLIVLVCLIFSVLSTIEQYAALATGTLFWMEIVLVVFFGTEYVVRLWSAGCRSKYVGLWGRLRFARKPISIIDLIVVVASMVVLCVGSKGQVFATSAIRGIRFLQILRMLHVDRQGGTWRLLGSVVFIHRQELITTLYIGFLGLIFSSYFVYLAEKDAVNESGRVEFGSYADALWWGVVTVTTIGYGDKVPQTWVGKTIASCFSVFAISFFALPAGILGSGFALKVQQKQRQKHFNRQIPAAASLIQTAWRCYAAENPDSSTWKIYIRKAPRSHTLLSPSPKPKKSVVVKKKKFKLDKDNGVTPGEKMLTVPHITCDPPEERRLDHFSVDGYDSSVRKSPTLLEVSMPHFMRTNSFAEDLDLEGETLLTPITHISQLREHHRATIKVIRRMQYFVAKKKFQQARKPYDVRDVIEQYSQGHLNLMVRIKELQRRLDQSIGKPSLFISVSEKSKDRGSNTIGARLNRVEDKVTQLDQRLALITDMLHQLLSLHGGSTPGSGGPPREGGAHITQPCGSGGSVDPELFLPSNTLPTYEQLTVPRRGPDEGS
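Test system: CHO-K1 cells stably expressing KCNQ1 / Medium: assay buffer / Also added: depolarizing K+/Tl+ stimulus, K2SO4 and Tl2SO4 each 12.5 mM in 5x stock / Incubation: 90 min dye loading and 20 min compound exposure, both at room temperature / Signal: thallium influx via FluxOR fluorescence, kinetic imaging / Evaluation: B score of baseline-normalized fluorescence ratio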
KCNK9 block: blocks the human KCNK9 two-pore domain potassium channel | Q9NPC2 | HEK293 KCNK9, FluxOR thallium flux fluorescence; stronger effect = lower value | B-score at 10 µM | 310,000 compounds, 1.2% hits | AID 488922;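 active means ratio B-score over 3 SD below the library mean, with starting fluorescence within 5 SD of its mean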;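 further: negative B-score means less thallium flux so channel inhibition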
KCNQ1 inh: blocks the human KCNQ1 potassium channel; P51787; B-score at 10 µM; CHO-K1 KCNQ1, FluxOR thallium flux fluorescence; stronger effect = higher value; 310,000 compounds, 1.3% hits; AID 2642;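 active means compounds whose thallium flux B-score, printed positive for inhibition, exceeds three library SD while starting fluorescence stays within three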;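 further: channel opened by potassium depolarization with thallium stimulus after 20 min compound exposure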
Dyrk1A ADPGlo: blocks rat Dyrk1A kinase activity | Q63470 | ADP-Glo luminescence, NFATc1 peptide | 310,000 compounds, 0.43% hits | AID 504441 | inhibition, % at 12.5 µM; in the data active means inhibition above about 50%;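 further: plate controls were vehicle with enzyme for no effect and no enzyme for full effect; many of its hits are not listed in these tables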
RGS4 pot: RGS4 potentiation or activation | HEK293 M3R/inducible RGS4, carbachol calcium flux Fluo4; stronger effect = lower value | 310,000 compounds, 0.92% hits | B-score at 10 µM;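 active means B-score of the integrated calcium signal more than 4 SD below the library mean, with starting fluorescence not abnormally high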;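 further: negative B-score means reduced calcium response which marks RGS4 activation or potentiation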
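Material: Inducible-RGS4 HEK293 cells carrying M3 receptor; also added: carbachol at ECmax as muscarinic agonist stimulus; incubation: compound preincubation 20 min at room temperature before agonist; signal: Fluo4-AM (2 µM) calcium-flux fluorescence, kinetic read; measure: integrated calcium ratio converted to B score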
hERG rescue: compounds protecting human hERG from proarrhythmic drug block. CHO-hERG, FluxOR thallium flux, dofetilide IC70 present. AID 1511. 310,000 compounds, 0.51% hits. activation (rescue from dofetilide block), less the hit threshold, % at 10 µM. Q12809;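 active means activation above the mean of controls blocked by dofetilide plus 5 SD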;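 further: thallium influx through hERG after potassium depolarization seen as dye fluorescence rise; in these data hits start at about 4.7%; inactives centre near -7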
PolyA inh: blocks polyadenylation in yeast reporter cells; calls only at 12 µM; AID 1875; S. cerevisiae SKY197-pL101 polyadenylation reporter, beta-gal luminescence; efflux-impaired pdr1/pdr3 knockout yeast; score 100 = 6 SD above DMSO; 300,000 compounds, 0.02% hits;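 active means lowest replicate activity score at least 50, where 100 means six control SD above control mean; inconclusive means lowest score under 50 but half or more replicates reach 50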;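 further: yeast exposed to compound for 9 h at 30 °C; higher score means more reporter readthrough which indicates perturbed polyadenylation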
GSK3 alpha inh: blocks human GSK-3 alpha kinase; P49840; 320,000 compounds, 0.1% hits; AID 2650; ADP-Glo luminescence, 60 min; inhibition, % at 10 µM;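 in the data active means inhibition above about 50%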;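 further: GST-tagged GSK-3 alpha with peptide substrate and 25 µM ATP; 0% = DMSO neutral wells and 100% = GW8510 positive control wells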
KCNK3 inh: human KCNK3 channel inhibition, primary screen; B-score at 10 µM; 340,000 compounds, 0.84% hits; CHO-KCNK3 thallium flux, FluxOR fluorescence; stronger effect = lower value;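 active means B-score under library mean minus 4 SD, starting fluorescence ratio at most library mean plus 5 SD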;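 further: more negative B-score means stronger inhibition of thallium flux through KCNK3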
GSK3B inh: human GSK3beta kinase inhibition. P49841. 300,000 compounds, 0.038% hits. AID 2097. activity score (negative = inhibition), % at 10 µM. GST-GSK3beta kinase, ADP-Glo luminescence, 60 min; stronger effect = lower value;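 active means more than half of replicate wells score below -50%, meaning over 50% inhibition versus plate controls; inconclusive means some replicates but at most half score below -50%; inactive means no replicate scores below -50%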;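 further: 0% = median DMSO wells and -100% = median GW8510 positive control wells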
Target sequence (P49841 whole entry, looked up): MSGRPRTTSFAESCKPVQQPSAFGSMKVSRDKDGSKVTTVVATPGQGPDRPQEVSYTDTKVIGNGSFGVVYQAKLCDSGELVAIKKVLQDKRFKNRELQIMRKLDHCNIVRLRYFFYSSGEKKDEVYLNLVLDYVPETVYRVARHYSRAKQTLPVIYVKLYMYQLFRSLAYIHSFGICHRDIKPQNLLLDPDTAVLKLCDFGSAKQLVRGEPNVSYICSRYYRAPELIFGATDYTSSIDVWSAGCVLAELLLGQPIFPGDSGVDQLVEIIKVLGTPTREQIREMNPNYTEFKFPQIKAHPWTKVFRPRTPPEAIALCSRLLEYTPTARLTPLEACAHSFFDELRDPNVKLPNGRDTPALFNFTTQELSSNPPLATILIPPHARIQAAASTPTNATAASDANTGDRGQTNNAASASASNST
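Test system – GST-tagged human GSK3beta kinase, cell-free · Incubation – 60 min enzyme reaction, room temperature · Signal – ADP-Glo luminescence · Also added – peptide substrate and ATP at 25 µM · Controls – DMSO neutral wells and GW8510 at 20 µM as positive · Buffer or medium – Tris/MgCl2 kinase buffer · Measure – Luminescence-derived activity versus plate DMSO and GW8510 wells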
HDAC3 inhib: blocks human histone deacetylase 3 | O15379 | recombinant HDAC3, fluorogenic peptide/trypsin coupled, fluorescence | inhibition, % at 8.3 µM | 320,000 compounds, 0.15% hits; in the data active means inhibition above about 26%, passing the limit was not always enough; inconclusive means no clear call, values can overlap the other calls
Starred values were filed as active, the others as inactive; i = inactive; ? = inconclusive; nt = no result given.

item	SMILES	GSK3 alpha inh	hERG rescue	KCNQ1 pot	GSK3B inh	Dyrk1A ADPGlo	PolyA inh	KCNK9 block	RGS4 pot	HDAC3 inhib	KCNK3 inh	KCNQ1 inh
1	CCOc1ccc(N2C(=O)CC(Sc3nc(-c4cccs4)cc(C(F)(F)F)c3C#N)C2=O)cc1 (stereo unspecified)	-6.1	-11.1	i	3.7	-5.9	i	i	i	-1.8	i	i
2	Cc1cc(=O)n2ccccc2c1C#N	-1.4	-5.9	i	3.4	10.5	i	i	i	-33.7	i	i
3	O=C(/C=C/c1cccc([N+](=O)[O-])c1)N1CCN(c2ccccc2F)CC1	-1.6	-5.0	i	1.5	-0.2	i	i	i	-1.4	i	i
4	CC(C(=O)Nc1ccccn1)N1C(=O)c2ccccc2S1(=O)=O (stereo unspecified)	2.9	-8.4	i	-6.7	nt	i	i	i	2.4	i	i
5	O=C(c1ccc(Cl)cc1)N1CCc2c([nH]c3ccccc23)C1C(F)(F)F (stereo unspecified)	0.7	-4.8	i	1.1	-1.0	i	i	i	2.4	i	i
6	CCN1CCN(c2cc(C)c3cc(NC(=O)c4ccc(OC)c(OC)c4)ccc3n2)CC1	-1.3	-10.6	i	-1.4	-4.4	i	i	i	0.4	i	i
7	Cc1ccc([C@@H]2[C@@H]3C(=O)N(C)C(=O)[C@@H]3[C@]3(C)C(=O)N(Cc4ccccc4)CC(=O)N23)o1	-1.5	-6.7	i	-0.4	5.4	i	i	i	-1.6	i	i
8	O=C(NNC(=O)C1CC=CCC1)c1ccccc1Br (stereo unspecified)	-6.3	-10.9	i	0.9	5.5	i	i	i	?	i	i
9	CC(C)c1ccc(NC(=O)CCNS(=O)(=O)c2cccc3nsnc23)cc1	1.2	-3.6	i	-1.8	1.9	i	i	-8.02*	0.1	i	i
10	CCc1ccc(N2C(=O)c3cc(N4CCOCC4)c([N+](=O)[O-])cc3C2=O)cc1	-0.5	-6.9	i	-0.8	nt	i	i	i	-1.0	nt	i
11	O=C(NCCCN1CCCC1=O)c1cccc(S(=O)(=O)N2CCN(c3ccc(F)cc3)CC2)c1	0.1	-9.0	i	-0.6	nt	i	i	i	-1.1	i	i
12	O=C(CN(C(=O)CCC(=O)Nc1ccccn1)c1cccc(F)c1)NCc1ccc(F)cc1	1.5	-5.2	i	2.3	-3.4	i	i	i	4.0	i	i
13	CC(O)C1C(=O)OC2(C)CC(C)(C)NC(=S)N12 (stereo unspecified)	-4.0	-2.1	i	1.8	-0.3	i	i	i	-3.8	i	i
14	COCCCNC(=O)CSc1nc2ccc(N3CCOCC3)cc2c(=O)n1CCc1ccccc1	-2.3	-3.0	i	3.5	-1.0	i	i	i	2.7	i	i
15	O=S1(=O)NC(C2CC2c2ccccc2)CCO1 (stereo unspecified)	-0.8	-4.7	i	-6.0	8.5	i	i	i	4.3	i	i
16	Cc1cc(-c2nnc(SCC(=O)Nc3ccccc3C)n2N)n[nH]1	-1.6	-4.6	i	-1.4	-0.3	i	i	i	-0.7	i	i
17	CCOc1ccc2ccccc2c1C(=O)Nc1cc(=O)n(C)c(=O)n1C	-1.8	-0.9	i	2.1	0.6	i	i	i	-6.3	i	i
18	O=S1(=O)CC/C(=N\Nc2ccccc2)c2ccsc21	0.4	-24.5	i	-0.9	-19.2	i	i	i	6.4	i	i
19	Cc1cc(-c2ccc(C)c(S(=O)(=O)NCc3ccc(Br)cc3)c2)on1	-1.5	-8.0	i	1.1	-1.7	i	i	i	-0.4	i	i
20	CC(C)c1ccc(NC(=O)C2CCCN(S(=O)(=O)c3cnc[nH]3)C2)cc1 (stereo unspecified)	0.1	-0.6	i	-2.1	-8.9	i	i	i	-0.2	i	i
21	Cc1nc(-c2ccccc2)nc(Cl)c1Cl	-2.5	-6.5	i	0.9	-7.8	i	i	i	-5.6	i	i
22	O=c1[nH]c(/C(Cl)=C/c2cccc(F)c2)nc2cc(C(F)(F)F)ccc12	-2.6	-3.7	i	2.2	1.2	i	i	i	1.1	i	i
23	O=C(c1ccco1)N1CCN(c2ncnc3c2nnn3Cc2ccccc2Cl)CC1	-2.2	-16.5	i	0.7	13.7	i	i	i	-7.8	i	i
24	CC(C)(C)C1(C)OC(C(=O)NC2CCCCC2)C(C(=O)NC2CCCCC2)O1 (stereo unspecified)	-4.1	-8.1	i	5.7	-5.6	i	i	i	-2.4	i	i
25	CC1(C)CC2CC(C)(CN2S(=O)(=O)c2ccc(C(=O)Nc3cc(S(=O)(=O)N4CCOCC4)ccc3Cl)cc2)C1 (stereo unspecified)	-1.9	-3.7	i	0.7	-6.7	i	i	-7.22*	0.8	i	i
26	Cn1c(N/N=C/c2ccccc2)nc2sc3c(c2c1=O)CCC3	-1.6	-7.5	i	-1.1	12.4	i	i	i	5.8	i	i
27	CCC1(CC)Cc2ccccc2-c2nc(-c3ccccc3)oc(=O)c21	-1.9	-11.6	i	2.5	-11.0	i	i	i	-3.0	i	7*
28	COc1ccc(/C(C)=N/NC(=O)CNC(=O)Cc2ccccc2)c(OC)c1	-7.0	-10.6	i	-25.3	-6.0	i	i	i	3.5	i	i
29	Cc1nc([N+](=O)[O-])cn1CC(=O)c1ccc(Cl)cc1	-0.9	-3.8	i	2.5	-1.0	i	i	i	-1.1	i	i
30	C=CCOC(=O)CSCC(NC(=O)OC(C)(C)C)C(=O)OCC (stereo unspecified)	2.6	-10.5	i	1.7	-4.9	i	i	i	-2.7	i	i
31	Cc1cc(C)cc(NC(=O)NCc2ccccn2)c1	0.0	-3.2	i	2.8	1.4	i	i	i	-7.8	i	i
32	O=C(Nc1cccc(N2C(=O)C=CC2=O)c1)c1cccs1	nt	-25.8	i	1.2	1.0	i	i	i	nt	i	i
33	CC(C)c1ccc(N(C(=O)c2snc(C(N)=O)c2N)C(C(=O)NC2CCCC2)c2ccncc2)cc1 (stereo unspecified)	1.4	-5.4	i	4.0	2.7	i	i	i	2.6	i	i
34	COc1cc(NS(=O)(=O)c2cn(C)cn2)cc(OC)c1OC	1.9	-3.0	i	-3.6	-0.2	i	i	i	-0.4	i	i
35	CCOc1ccc(N2C(=O)c3ccc(C(=O)OCC(=O)N(CC)C4CCS(=O)(=O)C4)cc3C2=O)cc1 (stereo unspecified)	-3.7	-18.1	i	1.3	-1.0	i	i	i	3.7	i	i
36	O=C(Nc1ccccc1)c1ccccc1O	-0.7	-9.1	i	1.0	1.0	i	i	i	-3.8	i	i
37	Cc1cc(Cl)ccc1OCC(=O)N[C@@H](Cc1ccccc1)c1nc2ccccc2[nH]1	3.4	-7.0	i	-1.2	-1.9	i	i	i	4.7	i	i
38	Cc1ccc(CNC(=O)C2CCN(C(=O)Nc3ccc(C)cc3)CC2)cc1	nt	-7.1	i	-1.8	-2.2	i	i	i	nt	i	i
39	CCOc1ccccc1OCCCC(=O)Nc1nc2ccccc2[nH]1	-3.1	-8.4	i	0.3	-15.8	i	i	i	-1.2	i	i
40	COCCNC(=O)c1ccc(C)cc1C	-0.9	-4.3	i	1.0	2.2	i	i	i	2.5	i	i
41	C=CCC1(CC=C)CCCN1C(=O)c1cc(COc2ccccc2SC)on1	-3.2	-11.7	i	-0.9	6.3	i	i	i	2.2	i	7*
42	CN1CCCN(C(=O)CNC(=O)Cc2ccccc2)CC1	-2.2	-12.6	i	-0.7	1.4	i	i	i	2.9	i	i
43	Cc1nn(C)c(C)c1/C=N/NC(=O)C(C)(C)Oc1ccc(Cl)cc1	0.4	-7.3	i	-0.9	18.4	i	i	i	1.2	i	i
44	Cc1cc(C)c(S(=O)(=O)NCC(=O)O)cc1C	-2.8	-2.6	i	-0.6	nt	i	i	i	-3.2	i	i
45	Clc1ccc(-c2nc(-c3ccccn3)no2)cc1Cl	0.8	-2.5	i	1.6	0.8	i	i	i	-3.7	i	i
46	Cn1c2ccccc2c(=O)c2c(=O)n(-c3ccccc3)c(-c3ccc(C(C)(C)C)cc3)nc21	0.4	-11.1	i	5.4	8.0	i	-11.5*	i	-10.7	-8.91*	i
47	CC(=O)NC(Cc1ccccc1)C(=O)NC1CCN(C(=O)c2cnccn2)CC1 (stereo unspecified)	-3.5	-12.8	i	0.9	-10.4	i	i	i	?	i	i
48	CCOC(=O)c1[nH]c2ccc(OC)cc2c1NC(=O)c1ccccc1C(=O)O	-0.6	-2.2	i	-1.6	2.3	i	i	i	0.7	i	i
49	CC(C)(CO)NCc1cc(Br)ccc1OCc1ccccc1	-2.9	0.5	i	1.2	-3.5	i	i	i	0.0	i	i
50	CC(=O)NC1=NN(C(C)=O)C(C)(c2ccc(C)cc2)S1 (stereo unspecified)	-1.2	-10.4	i	-0.4	nt	i	i	i	10.7	i	i
51	Fc1cccc(Nc2cc(-n3cccn3)ncn2)c1	-1.7	-0.4	i	-0.3	-0.5	i	i	i	8.9	i	i
52	CCOC(=O)C1=C(COC(=O)/C=C/c2ccccc2)NC(=O)NC1C (stereo unspecified)	-2.4	-9.5	i	-0.9	nt	i	i	i	-4.3	i	i

Fetched by compound from the list above (2):
item	SMILES	GSK3 alpha inh	hERG rescue	KCNQ1 pot	GSK3B inh	Dyrk1A ADPGlo	PolyA inh	KCNK9 block	RGS4 pot	HDAC3 inhib	KCNK3 inh	KCNQ1 inh
10	CCc1ccc(N2C(=O)c3cc(N4CCOCC4)c([N+](=O)[O-])cc3C2=O)cc1	-0.5	-6.9	i	-0.8	nt	i	i	i	-1.0	nt	i
8	O=C(NNC(=O)C1CC=CCC1)c1ccccc1Br (stereo unspecified)	-6.3	-10.9	i	0.9	5.5	i	i	i	?	i	i

Screens from PubChem BioAssay.

The list is partial; count on the stated rates, not on these rows.
